Assay outcomes deposited in PubChem by several laboratories.
MazF activator: activators of E. coli MazEF toxin-antitoxin RNase | FAM/BHQ RNA-DNA oligo cleavage fluorescence, 5 h | activation, % at 20 µM | P0AE70 | AID 504720 | hit rate 0.32% among 350,000; in the data active means activation above about 50%
Target sequence (P0AE70 whole entry, looked up): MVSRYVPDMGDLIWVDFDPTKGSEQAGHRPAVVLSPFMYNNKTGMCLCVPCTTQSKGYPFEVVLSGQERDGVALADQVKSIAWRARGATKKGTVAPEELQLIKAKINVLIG
Anthrax LF prot: anthrax lethal factor protease inhibition. P15917. multiplex microsphere protease cleavage assay, LF. inhibition, % at 10 µM. hit rate 0.12% among 360,000. AID 588501; further: plate controls were buffer without enzyme for full effect and enzyme alone for no effect
Target sequence (P15917 whole entry, looked up): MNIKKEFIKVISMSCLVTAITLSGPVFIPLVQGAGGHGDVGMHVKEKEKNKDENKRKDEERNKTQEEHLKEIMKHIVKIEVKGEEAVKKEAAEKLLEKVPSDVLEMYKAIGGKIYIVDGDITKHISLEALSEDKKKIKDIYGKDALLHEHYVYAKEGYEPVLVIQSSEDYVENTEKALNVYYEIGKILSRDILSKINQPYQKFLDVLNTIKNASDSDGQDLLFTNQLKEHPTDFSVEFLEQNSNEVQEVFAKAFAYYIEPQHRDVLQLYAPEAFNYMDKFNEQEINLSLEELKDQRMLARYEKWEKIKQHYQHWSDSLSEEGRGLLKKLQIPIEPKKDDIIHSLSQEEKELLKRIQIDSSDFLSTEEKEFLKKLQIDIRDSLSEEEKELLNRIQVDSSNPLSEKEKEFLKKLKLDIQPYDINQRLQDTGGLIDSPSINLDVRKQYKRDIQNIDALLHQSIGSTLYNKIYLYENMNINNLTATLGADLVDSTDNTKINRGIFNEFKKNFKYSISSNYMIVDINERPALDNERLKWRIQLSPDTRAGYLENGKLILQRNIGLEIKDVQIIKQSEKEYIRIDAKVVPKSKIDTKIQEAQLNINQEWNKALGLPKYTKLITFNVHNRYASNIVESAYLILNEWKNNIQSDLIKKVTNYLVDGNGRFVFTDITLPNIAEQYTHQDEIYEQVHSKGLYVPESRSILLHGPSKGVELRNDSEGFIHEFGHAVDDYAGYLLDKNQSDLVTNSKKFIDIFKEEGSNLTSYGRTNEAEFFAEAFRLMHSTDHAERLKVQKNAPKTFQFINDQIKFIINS
CCHF vOTU inh: blocks the CCHF virus ovarian tumor domain protease. hit rate 0.55% among 370,000. CCHFV vOTU protease, Pep-AMC fluorescence. inhibition, % at 11.5 µM; in the data active means inhibition above about 30%; further: 0% = vehicle wells with enzyme and 100% = no enzyme wells
PrPC surface inh: reduces human prion protein on the cell surface; P04156; cell surface PrPC, TR-FRET read-out; inhibition, % at 13.8 µM; hit rate 0.43% among 370,000; in the data active means inhibition above about 24%; further: 0% = median of the test wells and 100% = reference compound wells
SSB-PriA inh: K. pneumoniae PriA-SSBct interaction inhibition | inhibition, % at 33 µM | AlphaScreen SSBct-PriA binding, biotinylated peptide | hit rate 0.6% among 430,000 | AID 1272365; in the data active means inhibition mostly above about 37%, no sharp cut-off; inactive means mostly below about 20%;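 further: plate controls were negative control peptide for no effect and reference peptide for full effect; strong numbers were not always called active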
3CLpro inhibitor: SARS-CoV 3CLpro protease inhibition; recombinant SARS-CoV 3CLpro, quenched FRET peptide cleavage; inhibition, % at 6 µM; AID 1706; hit rate 0.14% among 290,000; in the data active means inhibition above about 12%
DUSP3 inh: DUSP3 (human) phosphatase inhibition. P51452. recombinant VHR phosphatase, pNPP absorbance. inhibition, % at 13.3 µM. hit rate 0.52% among 290,000; in the data active means inhibition above about 50%; further: some compounds called inactive have numbers as strong as hits
BoNT A protease: blocks Botulinum neurotoxin A light chain protease; multiplex microsphere protease substrate cleavage, flow cytometry; inhibition, % at 10 µM; hit rate 0.17% among 360,000; AID 588499; further: plate controls were buffer without enzyme for full effect and enzyme alone for no effect
BoNT-F LC inh: BoNT F light chain protease inhibition. Multiplex microsphere protease cleavage assay, flow cytometry. inhibition, % at 10 µM. hit rate 0.22% among 360,000; in the data active means inhibition above about 35%, passing the limit was not always enough; inconclusive means no clear call, values can overlap the other calls; further: plate controls were buffer without enzyme for full effect and enzyme alone for no effect
Rv3671c protease: inhibitors of M. tuberculosis serine protease Rv3671c; P9WHR9; inhibition, % at 5.96 µM; hit rate 0.048% among 320,000; in the data active means inhibition above about 38%;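 further: extracellular domain of Rv3671c used as enzyme; 0% = enzyme with DMSO and 100% = no enzyme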
Starred values were filed as active, the others as inactive; ? = inconclusive; . = no result given. Unless noted, no stated cut-off is given here; in the data, active means inhibition above about 30%; inconclusive means no clear call, values can overlap the other calls; inactive means below that. Some of the compounds tested, so the mix of outcomes need not match the whole.

SMILES | MazF activator | Anthrax LF prot | CCHF vOTU inh | PrPC surface inh | SSB-PriA inh | 3CLpro inhibitor | DUSP3 inh | BoNT A protease | BoNT-F LC inh | Rv3671c protease
Cc1nn(C)cc1C(N)=O | 2 | 0 | 1 | -4 | -11 | -1 | 9 | 1.4 | 18 | -4
C[C@]12c3[nH]c4cc(-c5ccco5)ccc4c3CCN1C(=O)[C@@H](CC(=O)NCc1cccc(C(F)(F)F)c1)C[C@@H]2C(=O)N1CCCCC1 | 19 | -5 | 6 | -4 | -11 | . | . | -0.4 | 2 | .
CC1CCc2sc(C(=O)N(C)CC(=O)Nc3ccc(N4CCOCC4)cc3)cc2C1 (configuration not stated) | 0 | 0 | 0 | 4 | -13 | 2 | 19 | 0.2 | -7 | 8
COc1cccc(C(C(=O)NC2CCCC2)N(C(=O)c2ccco2)c2ccc(C(C)=O)cc2)c1OC (configuration not stated) | 15 | -3 | 5 | -1 | -1 | -7 | 42 | -0.6 | -4 | -10
CC1Cc2cc(S(=O)(=O)CCC(=O)NCc3ccco3)ccc2N1C(=O)C1CC1 (configuration not stated) | -4 | 0 | 8 | 0 | 2 | -1 | 13 | 0.7 | -1 | 8
COc1cc2c(cc1NC(=O)C(C)OC(=O)c1ccc(S(=O)(=O)Nc3ccccc3Cl)cc1)oc1ccccc12 (configuration not stated) | -12 | 2 | -12 | 6 | -2 | 4 | 13 | 0.9 | 4 | -8
Cc1cccc(Sc2nc(-c3ccccc3)ccc2C#N)c1 | -3 | -3 | -1 | -1 | -25 | -3 | 18 | 0.2 | -4 | -9
CC1(Oc2ccccc2)CCN(Cc2csc3ccccc23)C1 (configuration not stated) | . | -6 | 0 | 1 | . | . | . | -0.8 | -7 | .
O=C1OC(/C=C/c2ccccc2)=NC/1=C\c1cccnc1 | 12 | 0 | -4 | 0 | -8 | -2 | 32 | 0.7 | 0 | 1
Cc1ccc(CSCc2ccc(C(=O)NC3CCCC3)o2)cc1 | 9 | -2 | 8 | 10 | -13 | 2 | 12 | 0.3 | 1 | 0

2 of these compounds, reformatted.
CC1CCc2sc(C(=O)N(C)CC(=O)Nc3ccc(N4CCOCC4)cc3)cc2C1 (configuration not stated)
  MazF activator: 0
  Anthrax LF prot: 0
  CCHF vOTU inh: 0
  PrPC surface inh: 4
  SSB-PriA inh: -13
  3CLpro inhibitor: 2
  DUSP3 inh: 19
  BoNT A protease: 0.2
  BoNT-F LC inh: -7
  Rv3671c protease: 8
COc1cccc(C(C(=O)NC2CCCC2)N(C(=O)c2ccco2)c2ccc(C(C)=O)cc2)c1OC (configuration not stated)
  MazF activator: 15
  Anthrax LF prot: -3
  CCHF vOTU inh: 5
  PrPC surface inh: -1
  SSB-PriA inh: -1
  3CLpro inhibitor: -7
  DUSP3 inh: 42
  BoNT A protease: -0.6
  BoNT-F LC inh: -4
  Rv3671c protease: -10

(listing goes on)
SMILES | MazF activator | Anthrax LF prot | CCHF vOTU inh | PrPC surface inh | SSB-PriA inh | 3CLpro inhibitor | DUSP3 inh | BoNT A protease | BoNT-F LC inh | Rv3671c protease
COc1ccccc1/C=N/OCc1ccc(C#N)cc1 | 0 | -15 | -7 | 2 | . | 6 | . | -1.4 | 6 | 5
CN(C)S(=O)(=O)c1cccc(NC(=O)COc2ccc(S(=O)(=O)N3CCOCC3)cc2Cl)c1 | 7 | -7 | 0 | -1 | -16 | . | . | 0.1 | 3 | -32
COc1cc(-c2noc(C)c2C(=O)NCCc2ccccc2)cc(OC)c1OC | 4 | 4 | -1 | 4 | 3 | . | . | 0.5 | -8 | -1
CCN(CC)S(=O)(=O)c1ccc(/C=C/C(=O)OCC(=O)c2c(N)n(C)c(=O)n(C)c2=O)cc1 | 21 | 0 | -12 | -4 | -5 | 1 | 24 | -0.8 | -3 | 3
O=C(Cn1nc(-c2ccccc2)c2ccccc2c1=O)Nc1ccc2c(c1)nc1n2CCOC1 | 11 | -4 | 1 | -6 | -13 | 0 | 40 | -1.3 | -2 | 4
O=C(Nc1ccc2c(c1)OCO2)c1cccc2c1C(=O)N(C1CCCCC1)C2 | -3 | 0 | -7 | -3 | 13 | 1 | 19 | 0.2 | 2 | 6
CCOC(=O)C1CCN(C(=O)c2cc(S(=O)(=O)N(C)C)ccc2N2CCCC2)CC1 | 5 | -2 | 0 | 2 | -3 | -2 | -9 | 1.9 | 0 | 1
O=S(=O)(NCCc1ccc(Cl)cc1)c1cccs1 | 2 | 0 | -2 | 5 | -23 | -4 | -6 | 0.1 | -3 | -1
Cc1ccc[n+](CC(=O)Nc2ccc(C)c(C)c2)c1 | 13 | 1 | -16 | -4 | -5 | -1 | -5 | ? | ? | 2
Cc1ccc(S(=O)(=O)N2CCOCC2)cc1NC(=O)COc1ccc(-c2nnco2)cc1 | 12 | -3 | -17 | 3 | 4 | 0 | 7 | -1.1 | -9 | 2
Clc1ccc(OCc2noc(-c3ccsc3)n2)c(Cl)c1 | -3 | -14 | -4 | -1 | -8 | 3 | 1 | 0.2 | -4 | -1
O=C(Nc1ccc(N2CCOCC2)cc1)c1ccc(Cl)c(S(=O)(=O)N2CCCCC2)c1 | -2 | -6 | 22 | 0 | -3 | . | . | 0.3 | -2 | 1
CC(=O)Nc1ccc(NS(=O)(=O)c2cccc3nonc23)cc1 | 9 | -2 | -6 | -8 | 0 | -5 | 58* | 0.4 | 5 | -5
C=CCNC(=O)c1cc2sccc2n1C | 10 | 0 | -4 | -1 | -12 | 2 | 31 | 0.1 | 5 | -9
Cc1ccc(N=Cc2ccc(N(C)C)cc2)cc1C | 1 | -10 | 17 | 10 | -8 | 3 | 18 | -1.4 | 0 | -1
CC1CCN(CCCNC(=O)c2cn(C)c3ccc(S(=O)(=O)N4CCCC4)cc3c2=O)CC1 | 4 | -1 | 9 | 2 | 2 | -4 | -20 | 1.6 | -2 | 4
COc1cc2ncnc(NCc3cc(F)ccc3F)c2cc1OC | 7 | -15 | -1 | 8 | -1 | -2 | . | -3.7 | 6 | -3
COCCNC(=O)C1(C)CCN(C(=O)c2oc3ccccc3c2C)C1 (configuration not stated) | . | -5 | 7 | -6 | . | . | . | 0.0 | 0 | .
O=C(NN=C1CCCCCC1)c1cc2ccccc2cc1O | -6 | -2 | 7 | -4 | -6 | 0 | 6 | -3.5 | -5 | -8
CN(Cc1nc2ccccc2[nH]1)Cc1nc(CC2CC2)no1 | 4 | 0 | -15 | -4 | -4 | 0 | 13 | -0.7 | -3 | -5
COc1cc(C(=S)N2CCOCC2)ccc1OC(=O)c1cccc(C)c1 | 12 | -2 | 9 | 0 | 6 | 2 | 9 | -0.7 | ? | 2
O=C(NC1CC1)C1=C[C@H](c2ccccc2)C[C@H](OCc2ccc(CO)cc2)O1 | 0 | -4 | -4 | 5 | -5 | 2 | 10 | -0.8 | -10 | 0
CCOC(=O)CSc1n[nH]c(=O)n1CCc1ccccc1 | -4 | 1 | 0 | -10 | -8 | 5 | . | -0.5 | -3 | 0
O=C(OCc1ccccc1F)c1cnc(Cl)c(Cl)c1 | 1 | -1 | 4 | -5 | -31 | 3 | 11 | -0.4 | -3 | 6
CC(=O)N1CCC(C(=O)N2CCN(S(=O)(=O)c3ccc(F)cc3)CC2)CC1 | -2 | 4 | -2 | 3 | -15 | -1 | 31 | 2.4 | 5 | 2
CCCNS(=O)(=O)c1cccc(C(=O)NC2CCCc3ccccc32)c1 (configuration not stated) | -2 | -1 | -1 | 5 | -1 | 2 | 12 | 1.0 | 3 | 0
CCOC(=O)C1=C[C@@H](C2CCCCC2)N(S(=O)(=O)c2ccc([N+](=O)[O-])cc2)[C@H]1c1ccccc1 | . | -5 | 15 | -5 | . | . | . | -0.3 | -9 | .
Cc1cccc(CC(C)NC(=O)CCc2nnc(CCCCc3ccccc3)o2)n1 (configuration not stated) | -6 | -2 | 14 | 6 | -18 | 2 | 0 | 0.1 | 0 | -16
Cc1ccc(OCCNC(=O)CNC(=O)c2ccccc2Cl)cc1 | 2 | 4 | 9 | -1 | -12 | . | . | 1.5 | 6 | 2
Cc1ccc(C)c(Nc2cc(C)nc(-c3ccccc3O)n2)c1 | 1 | 14 | 6 | 19 | -17 | 3 | 3 | -1.1 | -24 | -7
CCOc1ccc(NC(=O)Cn2ncc3ccccc32)cc1 | -1 | 3 | 19 | 0 | -7 | -2 | 18 | -1.7 | -3 | .
COc1ccc(CC(=O)NNc2ncnc3c2cnn3Cc2ccccc2)cc1OC | 12 | -5 | 12 | 3 | -3 | 4 | 17 | ? | ? | -9
C[N+](C)(C)CC1CCCc2ccccc2C1=O (configuration not stated) | 7 | -6 | -3 | 6 | -3 | . | . | 0.2 | -1 | .
CCOC(=O)N1CCN(Cc2cccs2)CC1 | 8 | -8 | -2 | 5 | -4 | -1 | -1 | -0.3 | -6 | -6
COCCSc1nnc(NC(=O)CS(=O)(=O)c2ccc(C)cc2)s1 | 3 | -2 | 8 | -2 | -8 | -1 | -4 | -1.0 | -3 | 10
Oc1ccc(C[C@@H](CN2CCCC2CN2C(=S)NC[C@@H]2Cc2ccccc2)N2C[C@H](Cc3ccccc3)N(CC3CCCCCC3)C2=S)cc1 (some centres not stated) | . | -1 | 9 | 3 | . | . | . | -0.6 | -4 | .
CCCOc1ccc(/C=N/n2nnnc2N)cc1OC | 13 | -15 | 9 | -3 | . | 0 | 9 | -2.0 | 11 | .
CCc1nn(-c2ccccc2)c(=S)c2ccccc12 | 2 | -2 | 16 | 5 | 13 | 2 | 6 | 0.2 | 2 | -8
O=C(c1ccc([N+](=O)[O-])cc1)N1CCSC1c1ccc(Cl)cc1 (configuration not stated) | 0 | -1 | 1 | -3 | 12 | 5 | 24 | -0.1 | -4 | -8
CN(C)CCCN(C(=O)CCc1ccccc1)c1nc2ccc(F)cc2s1 | 2 | 0 | -14 | -7 | 4 | 6 | 8 | 0.1 | -1 | -2
CC(C)c1ccc(NC(=O)Cn2nnc(C(=O)NCc3ccc4c(c3)OCO4)c2N)cc1 | -55 | -1 | -3 | 6 | 3 | -4 | -2 | 0.2 | -5 | -40
CCOC(=O)c1cccc(NC(=O)C2CCN(S(=O)(=O)c3cccs3)CC2)c1 | -10 | 0 | . | . | -2 | 2 | 18 | -0.7 | -11 | -3
COc1ccc(-c2nnc(SC(C)C(=O)Nc3c(C)n(C)n(-c4ccccc4)c3=O)o2)cc1 (configuration not stated) | -18 | 2 | 0 | -5 | 0 | 1 | 22 | 0.2 | -2 | 0
COc1ccc(O)c(-c2cc(-c3cccc(Br)c3)n[nH]2)c1 | -10 | 3 | 21 | 1 | 28 | 10 | 19 | 0.1 | -9 | 4
CCOc1cccc(C(=O)Nc2ccc(N(CC)CC)cc2)c1 | -6 | -2 | 12 | 9 | 34 | -1 | 2 | 0.6 | -6 | -4
CC(NC(=O)COC(=O)COc1ccc(Cl)cc1)c1ccccc1 (configuration not stated) | 3 | 1 | -9 | 1 | -13 | . | . | 0.0 | -11 | -7
NS(=O)(=O)c1ccc(N/N=C2/CCCc3ccccc32)c([N+](=O)[O-])c1 | 18 | -3 | -14 | -10 | . | -2 | 2 | -0.2 | -2 | -4
CCN(c1c(C)n(C)n(-c2ccccc2)c1=O)S(C)(=O)=O | 1 | -3 | 14 | -2 | 5 | 6 | -10 | -0.3 | 2 | 4
CCC(Sc1nc2cc(OC)c(OC)cc2c(=O)n1Cc1ccc(OC)cc1)C(=O)NCCOC (configuration not stated) | 1 | 2 | 14 | 5 | -6 | -3 | 16 | 0.0 | -2 | 2
COc1ccc(CN(C)C(=O)c2ccccc2OCc2c(C)noc2C)c(OC)c1 | 5 | -6 | -8 | 3 | 1 | . | . | 0.1 | 1 | 1
CCOC(=O)NC(=O)CSc1nc(C)cc(C)c1C#N | -3 | -4 | -15 | 3 | 1 | -8 | 14 | -0.6 | -3 | 2
Fc1ccccc1NC(=S)Nn1cnnc1 | -1 | 2 | 10 | 2 | -12 | -4 | -42 | 0.2 | -5 | 4
COc1ccccc1N=Nc1ccc(N)c(C)c1 | 6 | 3 | 22 | -9 | 73* | 4 | . | 2.1 | -31 | 17
